Source: PubChem
CHOP UPR activ: activators of apoptotic CHOP UPR arm, primary screen, cell-based, CHO-CHOP luciferase reporter, luminescence, uHTS; UPR activation; percent of tunicamycin response over DMSO baseline; activation, % at 10 µM; 330,000 compounds, 0.34% hits;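 active = at 10 µM dose, activation of 40% or more, normalized to positive control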;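 note: 100% = tunicamycin at 10 µg/mL and 0% = DMSO alone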
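Dosing – one dose, 10 µM in 0.5% DMSO · System – CHO-CHOP cells, stable luciferase reporter of PERK-eIF2a-CHOP signalling · Input – 500 cells/well · Control set – tunicamycin 10 µg/mL final as positive, DMSO-only wells as negative · Timing – 6 h compound treatment, 37 °C · Measure – % activation vs tunicamycin · Technique – luminescence read with Steady-Glo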
Mdm2 MdmX PPI: inhibitors of human Mdm2-MdmX association, primary screen, cell-based, luminescence, split luciferase, SaOS-2, uHTS; Protein Mdm4 (Homo sapiens) + E3 ubiquitin-protein ligase Mdm2 (Homo sapiens), …; SaOS-2 split-luciferase Mdm2/MdmX complementation; inhibition, % at 8 µM; 330,000 compounds, 3% hits;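 active = inhibition of at least 50% at 8 µM in the primary screen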
XBP1 UPR activ: activators of adaptive XBP1 UPR arm, primary screen, cell-based, CHO-XBP1 luciferase reporter, luminescence, uHTS; IRE1-XBP1 UPR activation; percent of tunicamycin response, DMSO as zero; activation, % at 20 µM; 330,000 compounds, 0.33% hits;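 active = versus positive control, 20 µM dose yields 30% or more activation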;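 note: 100% = tunicamycin at 10 µg/mL and 0% = DMSO only wells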
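Assay system: IRE1-XBP1 luciferase reporter CHO line. Input: 1000 cells/well. Buffer or medium: F12 with 10% serum. Doses: 20 µM, 1% DMSO. Times: overnight seeding at 37 °C, 6 h compound treatment at 37 °C. Technique: Steady-Glo luciferase glow luminescence, 10 min after reagent addition.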
tim10-1 inh: growth inhibitors of tim10-1 mutant yeast, primary screen, luminescence, uHTS; S. cerevisiae tim10-1 ts strain growth, BacTiter-Glo, 24 h; inhibition, % at 20 µM; 330,000 compounds, 2.2% hits;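 active = inhibition of at least 40%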;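 note: mutant grown at 25 °C; 0% = DMSO wells with yeast and 100% = wells holding no yeast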
CXCR6 inh: CXCR6 receptor inhibitors, primary screen, cell-based, beta-arrestin, luminescence, CHO-K1 PathHunter, 1536-well. 360,000 compounds, 0.36% hits. C-X-C chemokine receptor type 6 (Homo sapiens), O00574. inhibition, % at 20 µM; in the data active = inhibition above about 34%, passing the limit was not always enough;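 note: antagonist mode with CXCL16 agonist at 10 nM final; 0% = 10 nM CXCL16 with DMSO and 100% = unstimulated wells without agonist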
Target sequence (O00574 whole entry, looked up): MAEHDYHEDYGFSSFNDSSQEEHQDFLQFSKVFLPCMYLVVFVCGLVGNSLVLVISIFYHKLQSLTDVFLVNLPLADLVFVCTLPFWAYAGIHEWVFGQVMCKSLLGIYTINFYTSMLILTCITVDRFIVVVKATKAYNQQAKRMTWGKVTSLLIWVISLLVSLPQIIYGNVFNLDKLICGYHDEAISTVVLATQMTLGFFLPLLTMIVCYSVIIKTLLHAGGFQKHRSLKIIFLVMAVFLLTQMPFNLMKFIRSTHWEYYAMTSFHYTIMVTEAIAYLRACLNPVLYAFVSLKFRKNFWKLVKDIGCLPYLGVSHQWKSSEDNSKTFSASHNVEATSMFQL
APJ antag: antagonists of human apelin receptor APJ, primary screen, CHO-K1 cells, beta-arrestin complementation, luminescence. P35414. AID 2521, 2010. 330,000 compounds, 0.32% hits. inhibition, % at 20 µM;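 active = inhibition above about 40% at 20 µM, limit read from the data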;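 note: cells challenged with 10 nM apelin-13 agonist together with compound; plate controls were apelin-13 plus DMSO wells for no effect and DMSO wells lacking apelin-13 for full effect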
Target sequence (P35414 whole entry, looked up): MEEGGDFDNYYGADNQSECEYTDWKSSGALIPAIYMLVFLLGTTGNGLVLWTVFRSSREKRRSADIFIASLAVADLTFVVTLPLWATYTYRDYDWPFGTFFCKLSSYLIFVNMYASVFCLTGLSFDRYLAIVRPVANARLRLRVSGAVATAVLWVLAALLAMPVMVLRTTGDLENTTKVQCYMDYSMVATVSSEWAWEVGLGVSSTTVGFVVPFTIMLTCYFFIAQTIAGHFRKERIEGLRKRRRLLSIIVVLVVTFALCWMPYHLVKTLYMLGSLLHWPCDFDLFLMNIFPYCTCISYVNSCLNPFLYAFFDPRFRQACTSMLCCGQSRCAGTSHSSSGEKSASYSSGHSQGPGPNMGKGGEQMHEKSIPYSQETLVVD
TIM10 inh: growth inhibitors of isogenic TIM10 control yeast, primary screen, counter-screen for tim10-1 yeast inhibitor project, luminescence, uHTS; AID 463195, 2010; 330,000 compounds, 1.4% hits; inhibition, % at 10 µM; S. cerevisiae TIM10 strain growth, BacTiter-Glo luminescence, 24 h;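 active = inhibition of 40% or more at the single tested concentration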;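 note: wild-type TIM10 isogenic control strain grown at permissive 25 °C; 0% = DMSO yeast wells and 100% = minimal medium wells without yeast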
APJ ag: agonists of human apelin receptor APJ, primary screen, CHO-K1 cells, PathHunter beta-arrestin, luminescence; P35414; activation, % at 20 µM; 330,000 compounds, 0.11% hits; 0% DMSO wells, 100% apelin; AID 2520, 2010;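 active = activation more than six SD over the plate average, tested at 20 µM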;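 note: 0% = DMSO alone and 100% = apelin-13 at 10 nM; some results filed as inactive read as strong as hits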
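Material: engineered CHO-K1 APJ arrestin reporter cells; amount: 1000 CHO-K1 reporter cells seeded per well; incubation: compound stimulation 90 min at 25 °C, detection 60 min; signal: luminescent beta-gal fragment complementation, chemiluminescent substrate; read-out basis: APJ agonist activity; controls: DMSO-only wells as negative, 10 nM Apelin-13 as positive control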
tim23-1 inh: growth inhibitors of tim23-1 mutant yeast, primary screen, luminescence, uHTS | S. cerevisiae tim23-1 growth, BacTiter-Glo luminescence, 24 h | inhibition, % at 20 µM | 330,000 compounds, 1.3% hits | AID 463212, 2010;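 active = growth inhibition of the mutant yeast at or above 50%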;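 note: temperature-sensitive mutant grown at 25 °C; plate controls were DMSO-treated mutant yeast for no effect and medium wells lacking yeast for full effect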
* = called active by the depositor; · = not tested or not shown. A portion of the library; rates above refer to the full screens.

SMILES | CHOP UPR activ | Mdm2 MdmX PPI | XBP1 UPR activ | tim10-1 inh | CXCR6 inh | APJ antag | TIM10 inh | APJ ag | tim23-1 inh
CCCNC(=O)COCc1cc(-c2ccc3c(c2)OCO3)on1 | 4.6 | -6 | -3 | 6 | -4 | 8 | -5 | -2 | -4
COCCCN(C(=S)Nc1c(C)cc(C)cc1C)C(C)c1ccncc1 (stereo not given) | 1.0 | 32 | 0 | 21 | 5 | 8 | 6 | 2 | 17
O=[N+]([O-])c1ccc2nc(NS(=O)(=O)c3ccccc3[N+](=O)[O-])sc2c1 | 0.4 | -6 | 2 | 5 | 18 | 5 | -7 | -3 | 13
Cc1cc(C)nc(N(C#N)Cc2cccc([N+](=O)[O-])c2)n1 | -2.7 | 2 | 3 | 22 | -1 | 8 | 13 | -3 | 13
COc1cc(/C=C(\NC(C)=O)C(=O)Nc2ccc(NC(C)=O)cc2)ccc1OC(C)=O | 0.6 | 18 | -1 | 23 | -8 | 6 | 0 | -2 | 3
COc1cc(OC)c(C2C(C#N)=C(N)OC3=C2C(=O)CC(C)C3)cc1OC (stereo not given) | -1.9 | -19 | -3 | 15 | 1 | 3 | -5 | -3 | 13
COc1ccc(CNC(=O)C2CCN(S(=O)(=O)N3CC(C)CC(C)C3)CC2)cc1 (stereo not given) | 1.0 | 18 | -5 | 20 | 1 | 0 | 13 | 7 | 14
Cc1cccc(N(C)C(=O)c2cnn(-c3ccccc3)c2C)c1 | 0.8 | -24 | -4 | 1 | 2 | -13 | 6 | 2 | 17
Cc1cccc(/C(N)=N/OC(=O)CCCc2ccccc2)c1 | -1.6 | -13 | -1 | 61* | -4 | 9 | 53* | 0 | 59*
COc1ccccc1CNC(=O)c1oc2ccc(S(=O)(=O)N3CCOCC3)cc2c1C | 0.8 | 2 | -1 | 9 | -11 | 0 | 18 | 3 | 17
CN(Cc1cnn(C)c1)Cc1nc(Cc2ccccc2Cl)no1 | 0.8 | 12 | -1 | 9 | -9 | 3 | -3 | 0 | 14
COc1ccc(S(=O)(=O)N2CCc3cc4c(cc3C2C)OCCCO4)cc1 (stereo not given) | -2.7 | 7 | -3 | 30 | -2 | 10 | 5 | 2 | 37
Cc1cc(C(=O)COC(=O)Cn2cnc3c2c(=O)n(C)c(=O)n3C)c(C)n1C | 0.8 | 16 | -3 | 12 | -5 | -3 | 0 | 1 | 6
Cc1cc(C)cc(OCC(=O)NNC(=O)c2ccoc2C)c1 | -1.6 | 14 | 0 | 16 | -6 | 17 | -1 | 4 | 23
CC(=O)OCP(C)(=O)COC(C)=O | -0.2 | 9 | -2 | 0 | 0 | -9 | -16 | -3 | -11
Cc1ccc2cc(CCNC(=O)c3cccc([N+](=O)[O-])c3)c(=O)[nH]c2c1 | -2.3 | 26 | 0 | 11 | -4 | 3 | 4 | -3 | 1
CCCc1cc(=O)n(-c2nc3ccccc3s2)[nH]1 | -1.3 | -1 | 2 | 18 | 10 | 18 | -8 | -3 | 22
O=S(=O)(NCc1ccccn1)c1ccc(Cl)s1 | -1.0 | 25 | -2 | -5 | -5 | 1 | -6 | -2 | -3
O=C(Nc1ccc(S(=O)(=O)Nc2ccccc2)cc1)c1ccc(CN2CCOCC2)cc1 | 0.2 | 13 | -3 | 2 | -12 | -31 | -11 | 1 | -5
CC/C(C)=C1\SC(N2CCN(c3cccc(C(F)(F)F)c3)CC2)=NC1=O | 1.2 | -9 | 0 | -13 | 0 | -4 | -14 | -2 | -6
CCOC(=O)CS(=O)(=O)c1ccc(O)cc1 | -0.9 | 2 | 2 | 10 | -1 | -3 | -7 | -2 | 8
O=C(O)Cn1nnnc1SCC(=O)Nc1ccc(F)cc1F | 0.4 | -3 | -4 | 4 | 8 | -7 | 19 | 0 | -2
Cc1c(C(=O)N(Cc2nccn2C)C(C)C)oc2c(F)cccc12 | 2.2 | -11 | -2 | 19 | 2 | 4 | -3 | 7 | 1
CN(C)c1ccc(C(=O)Nc2cccc(S(=O)(=O)NC3=NCCCCC3)c2)cc1 | 3.3 | 12 | 2 | 16 | -4 | 3 | 4 | -3 | -2
COC(=O)c1ccc(CSc2ccc3nnc(-c4ccccn4)n3n2)o1 | 2.4 | -22 | 5 | 7 | 6 | -52 | -4 | 1 | 9

Compounds listed so far that contain a cyano group:
SMILES | CHOP UPR activ | Mdm2 MdmX PPI | XBP1 UPR activ | tim10-1 inh | CXCR6 inh | APJ antag | TIM10 inh | APJ ag | tim23-1 inh
Cc1cc(C)nc(N(C#N)Cc2cccc([N+](=O)[O-])c2)n1 | -2.7 | 2 | 3 | 22 | -1 | 8 | 13 | -3 | 13
COc1cc(OC)c(C2C(C#N)=C(N)OC3=C2C(=O)CC(C)C3)cc1OC (stereo not given) | -1.9 | -19 | -3 | 15 | 1 | 3 | -5 | -3 | 13

The list goes on.
SMILES | CHOP UPR activ | Mdm2 MdmX PPI | XBP1 UPR activ | tim10-1 inh | CXCR6 inh | APJ antag | TIM10 inh | APJ ag | tim23-1 inh
CN(C(=O)c1cccc(NC(=O)Cc2ccc([N+](=O)[O-])cc2)c1)C1CC1 | 1.0 | 3 | -1 | -5 | -5 | -3 | 3 | -2 | 2
CCCOC1CCCN(C(=O)CCCn2nnnc2CN2CCOCC2)C1 (stereo not given) | 1.6 | 9 | -6 | -3 | -2 | 4 | -4 | -3 | -7
CCN(CC)C(=O)CSc1nnc([C@@H](N)Cc2ccccc2)o1 | 0.8 | -23 | -1 | 10 | 2 | 0 | 0 | -3 | -4
COc1cccc(NC(=O)N2CCCC2C(=O)NC2CCCC2)c1 (stereo not given) | -0.1 | 1 | -8 | 2 | 1 | -12 | 5 | 1 | 6
N/C(=N\OC(=O)c1ccc(Br)cc1)c1ccncc1 | 5.8 | -118 | 2 | 53* | -13 | -24 | 37 | 12* | 29
Cc1ccccc1-n1c(SCC(=O)NCc2cccs2)nc2ccccc2c1=O | -1.0 | -21 | -2 | 17 | 1 | 5 | 20 | -2 | 24
CCOC(=O)C(C#N)=C1CCN(Cc2ccccc2)CC1 | 4.3 | 7 | 2 | 17 | -2 | -8 | -4 | -2 | 15
O=C1NC(Nc2nccs2)(C(F)(F)F)C(=O)N1CCc1ccccc1 (stereo not given) | -4.5 | -14 | 1 | 15 | -2 | -21 | 3 | -2 | 19
Cc1ccc(S(=O)(=O)c2cn(C)c3cc(N4CCN(C)CC4)c(F)cc3c2=O)cc1 | 1.3 | 8 | -4 | -4 | 4 | -8 | 1 | 2 | 9
O=S(=O)(c1ccc(OCC(O)CN2CCN(c3ccccc3Cl)CC2)cc1)N1CCOCC1 (stereo not given) | -1.6 | 20 | -2 | 13 | -4 | -15 | 6 | 0 | 7
CCOn1c(=O)c(-c2cccc3ccccc23)[n+]([O-])c2ccccc21 | 1.8 | -19 | -3 | 10 | -9 | -3 | 17 | -3 | -4
Cc1cccc(CCNS(=O)(=O)c2ccc3c(c2)n(C)c(=O)c(=O)n3C)c1 | 0.8 | 15 | -2 | -4 | -2 | -62 | -10 | -3 | -8
CCOC(=O)CN1C(=O)N[C@H](c2ccc(Br)cc2)C(C(C)=O)=C1C | -1.8 | -15 | -3 | 22 | -6 | 10 | 16 | -2 | 22
O=C(CSc1nnc(CN2CCOCC2)n1-c1ccccc1)Nc1ccc(Cl)cc1 | 0.0 | -4 | -3 | 19 | 3 | 15 | 15 | -6 | 9
O=C(NNC(=O)c1cc(-c2ccncc2)nc2ccccc12)c1ccccc1F | 3.0 | -70 | -1 | 13 | 5 | 12 | 1 | -6 | 26
CCCCN(C)C(=O)C1CCN(c2ccc(S(=O)(=O)N3CCOCC3)cc2[N+](=O)[O-])CC1 | 0.9 | 18 | -1 | 4 | 9 | 15 | -1 | 4 | -12
COc1cc(CN2CCC(n3nccc3NC(=O)CCCc3ccccc3)CC2)ccc1F | 2.6 | 19 | -6 | -1 | -12 | -3 | 4 | -1 | 12
CCOC(=O)N1CCC(NC(=O)C2CCN(C(=O)c3cc4sccc4n3CC)CC2)CC1 | 2.2 | -25 | -4 | 9 | 0 | 3 | -4 | -2 | -8
COc1cc(CNC(=O)C2CCCN2S(=O)(=O)c2ccccc2)cc(OC)c1OC (stereo not given) | 0.6 | -2 | -4 | 19 | 0 | 9 | 18 | -3 | 0
O=C(O)[C@H](Cc1ccccc1)NC(=O)N1CCOCC1 | 8.4 | -22 | -4 | -2 | -1 | 13 | 3 | -3 | 10
COc1ccccc1NC(=S)NN1CCN(C)CC1 | 3.6 | -15 | -1 | 23 | -5 | 1 | -3 | 2 | 20
COC(=O)c1ccccc1NC(=O)CSc1nc(O)c(-c2ccccc2)c(=O)[nH]1 | -1.0 | 0 | 4 | 7 | -3 | 5 | 0 | -2 | 5
CSc1ccccc1OCc1cc(C(=O)N2CCSCC2)no1 | 7.0 | -94 | 1 | 14 | -2 | 13 | 8 | 8 | 17
CC[n+]1c(/C=C/Nc2ccccc2)oc2ccc(OC)cc21 | 7.2 | 12 | -2 | 3 | 0 | -7 | 6 | -3 | -6
CNC(=S)N1CCN=C1Nc1nc(C)cc(C)n1 | 0.6 | 15 | -2 | -6 | -8 | -25 | 10 | -3 | -2
SMILES | CHOP UPR activ | Mdm2 MdmX PPI | XBP1 UPR activ | tim10-1 inh | CXCR6 inh | APJ antag | TIM10 inh | APJ ag | tim23-1 inh
CCC(C)c1ccccc1NC(=O)COC(=O)c1ccc(N2CCCC2)c([N+](=O)[O-])c1 (stereo not given) | 0.8 | -7 | 0 | 7 | 8 | -8 | 12 | -3 | 6
COc1cc2nc3c4ccccc4n(CC#N)c3nc2cc1OC | 0.2 | -2 | 10 | 26 | · | -1 | -10 | 1 | -17
COc1ccc(C2C(C#N)=C(N)N3C(=C2C#N)Sc2ccccc23)cc1 (stereo not given) | 1.4 | 8 | 9 | -10 | · | 5 | -18 | -7 | 13
Cc1ccc(S(=O)(=O)N(C)CC(=O)O/N=C(\N)c2cccc(Br)c2)cc1 | -1.3 | 21 | -5 | 50* | -13 | -59 | 24 | 10 | 26
O=C(NCc1ccc(F)cc1)C1CCCN1C(=O)Nc1ccccc1 (stereo not given) | 1.6 | 7 | -7 | 2 | -4 | -14 | -5 | 0 | -6
COC(=O)c1sccc1NS(=O)(=O)c1ccc(F)cc1F | -0.6 | 3 | -6 | 19 | 8 | 13 | 48* | -1 | 44
N#C/C(=C\c1ccc(-c2cccc(C(F)(F)F)c2)o1)C(=O)Nn1cnnc1 | 0.4 | -5 | 3 | 3 | -6 | -3 | 9 | -4 | 14
COc1cccc(NC(=O)COC(=O)CCCC2=NS(=O)(=O)c3ccccc3N2)c1 | -0.6 | 11 | -4 | -2 | -7 | 16 | 12 | -1 | -2
